Bioassay records from PubChem BioAssay.
hcDAF-12 act – H. contortus DAF-12 activation, primary screen; hit rate 1.4% among 370,000; activation, % at 6.8 µM; HEK293 hcDAF-12 lit1-tk-luc reporter, luminescence; 0% DMSO, 100% Δ7-dafachronic acid;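 active means activation above the mean of all tested compounds plus 3 SD, cut at about 5.5% in these data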;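 further: 100% = response to 3 µM Δ7-dafachronic acid high control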
DAX1 inh-1 – NR0B1 (DAX1) inhibition; P51843; HEK293 Gal4-DAX1 luciferase reporter, luminescence; inhibition, % at 6.75 µM; hit rate 0.99% among 340,000; AID 504766;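 active means inhibition above the mean over all tested compounds plus 3 SD, cut at about 4.2% in these data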;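 further: 0% = DAX1-transfected cells with DMSO and 100% = empty-vector control cells with DMSO; inhibition shows as a rise in luminescence from relieved DAX1 repression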
ssDAF-12 act – activators of S. stercoralis DAF-12 nuclear receptor; HEK293 ssDAF-12/GRIP1 lit1-tk-luc reporter, luminescence; % of 3 µM dafachronic acid response; activation, % at 6.8 µM; hit rate 1% among 370,000; AID 652126;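 active means activation above the mean over all tested compounds plus 3 SD, cut at about 0.9% in these data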;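 further: 0% = DMSO-only wells and 100% = 3 µM delta7-dafachronic acid wells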
SMARCA2 activ – SMARCA2 function activation, primary screen; activation, % at 9.1 µM; hit rate 1% among 370,000; AID 652017; MG213 cells, MMTV-luciferase reporter, dexamethasone, overnight; in the data active means activation above about 7.8%;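 further: 0% = vehicle wells and 100% = reference activator wells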
NR1D1 modulator – modulates human Rev-erb alpha binding to DNA. P20393. Rev-erbα–FITC-DNA binding, fluorescence polarization, 90 min. activity, % at 10 µM. hit rate 0.79% among 370,000. AID 1259318;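 active means activity above about 14%, limit read from the data; passing the limit was not always enough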;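 further: 0% = DMSO wells with 35 nM protein and 100% = DMSO wells with 750 nM protein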
FXN GAA850 act – increases GAA850 frataxin promoter reporter activity; HEK293 lucGAA850 FXN promoter luciferase reporter, 24 h; percent of 10 µM SAHA response; activation, % at 6 µM; hit rate 0.56% among 360,000;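 active means activation above the average of all compounds screened plus 3 SD, cutoff fixed separately per campaign, cut at about 7.5% in these data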;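 further: 0% = DMSO wells and 100% = 10 µM SAHA wells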
hgDAF12 agonist – agonists of H. glycines DAF-12 nuclear receptor; HEK293 GAL4-hgDAF12 UAS-luciferase reporter, agonist luminescence; normalized to butyrate control; activation, % at 6.8 µM; hit rate 1.8% among 370,000; AID 687014;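 active means activation above a cutoff set at the mean of all screened compounds plus 3 SD, cut at about 10% in these data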;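 further: 0% = DMSO wells and 100% = sodium butyrate wells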
PLCb3 inh – inhibitors of human phospholipase C beta3 | hit rate 0.18% among 370,000 | AID 720704 | Purified PLC-beta3, fluorogenic substrate, fluorescence | inhibition, % at 12.2 µM | Q01970; in the data active means inhibition above about 11%;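 further: 0% = median of compound wells on plate and 100% = full blocker control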
PG9 Ab binder – small molecules binding HIV-1 gp120 antibody PG9; AID 624416; inhibition, % at 6.7 µM; hit rate 0.43% among 360,000; TR-FRET gp120-PG9 antibody binding; in the data active means inhibition above about 8.5%
DAX1 inh-2 – inhibitors of DAX1 repression of SF-1 activated StAR promoter; HEK293T StAR-luciferase reporter, SF-1/DAX-1 repression relief; inhibition, % at 6.8 µM; hit rate 1.1% among 370,000; AID 652010;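 active means inhibition above the mean over all tested compounds plus 3 SD, cut at about 3.6% in these data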;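 further: 0% = DAX-1 cells with DMSO and 100% = cells lacking DAX-1 with DMSO; higher inhibition means more luminescence from relief of DAX-1 repression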
HGIII-sPLA2 inh – Inhibits HGIII-sPLA2 liposome hydrolysis, primary screen | inhibition, % at 12.2 µM | QFRET BODIPY PC-A2 liposome hydrolysis, fluorescence | hit rate 0.56% among 370,000 | Q9NZ20;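 active means inhibition above mean plus 3 SD of compounds lying within the high and low control bounds, cut at about 19% in these data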;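 further: 0% = median of test compound wells and 100% = no enzyme DMSO wells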
Active calls of the source: *; i = inactive; / = no result given. Hits appear at their usual frequency. Share with any hit: about 7%.

SMILES	hcDAF-12 act	DAX1 inh-1	ssDAF-12 act	SMARCA2 activ	NR1D1 modulator	FXN GAA850 act	hgDAF12 agonist	PLCb3 inh	PG9 Ab binder	DAX1 inh-2	HGIII-sPLA2 inh
COc1cc2c(cc1OC)C(C)N(C(=O)c1cccs1)CC2 (stereo not given)	-2.5	-1.0	-1.6	-1.1	-1.4	-0.8	0.7	-6.0	-0.5	-1.2	5.1
CC(=O)c1cc(CN2CCCCC2)cc(OC(C)C)c1	-0.7	-1.6	-1.2	-1.1	-0.2	2.6	-3.0	0.6	2.8	0.1	7.7
Cc1cc(C)cc(CC(=O)N2CCC2(C)C(=O)NS(=O)(=O)c2ccccc2C)c1 (stereo not given)	0.9	/	-1.3	5.8	-3.2	0.4	1.7	3.5	0.1	1.1	3.5
Cc1cccc(-n2c(SCC(=O)Nc3nonc3C)nnc2-c2ccoc2C)c1	-1.9	-0.6	-0.5	-3.1	-2.7	-1.5	0.2	-1.7	0.7	0.2	-12.9
CC(C)CN=C(NS(=O)(=O)c1ccccc1)C(Cl)(Cl)Cl	-3.1	-1.1	-1.7	-7.8	0.9	-2.0	-0.7	0.5	0.1	-0.9	0.5
CCOc1ccc(S(=O)(=O)N2CCC(C(=O)NCc3ccncc3)CC2)cc1C	-0.8	-0.9	-1.6	-1.4	1.6	-1.8	-1.2	-9.2	-0.5	0.0	-1.5
O=C1c2ccccc2-c2c1cccc2C(=O)N1CCCCCC1	-2.3	0.8	-1.4	-0.7	0.0	0.9	4.1	1.5	-1.8	1.2	-2.7
FC(F)(F)c1cccc(Sc2cc(C(F)(F)F)nc(-c3ccccn3)n2)c1	-2.1	-1.4	-1.5	3.9	-2.3	-6.0	0.6	-1.6	3.6	-0.8	4.0
C[C@]12c3[nH]c4cc(-c5ccco5)ccc4c3CCN1C(=O)[C@@H](CC(=O)NCCc1ccccn1)C[C@@H]2C(=O)N1CCOCC1	-0.8	-0.2	-0.4	-5.0	4.2	0.6	-2.5	i	0.1	0.5	3.5
CCCOc1cccc(-c2cc(C(=O)NNC(=S)NCC)c3ccccc3n2)c1	0.4	-0.7	-1.2	-0.8	-5.2	-1.1	6.0	-44.7	-2.2	0.2	-16.3
C[C@@H](O)CNC(=O)c1[nH]cnc1C(=O)Nc1cccc(Cl)c1	-0.3	-1.2	-1.2	-5.2	0.1	2.7	0.4	-0.5	-2.3	-0.8	-1.9
COc1ccc(NC(=O)N(C)C[C@@H]2OCc3cn(nn3)CCCC(=O)N([C@H](C)CO)C[C@H]2C)c(OC)c1	-0.2	-0.2	-0.4	1.5	-8.2	1.8	-0.1	2.1	1.0	1.3	6.7
COc1ccccc1N1CCN(C(=O)c2ccc3c(c2)CCN3S(C)(=O)=O)CC1	-0.1	-0.1	-1.6	0.1	-3.8	1.4	-3.0	-3.5	0.8	-1.4	-0.9
CCc1sc(C(=O)NC2CCN(C)CC2)cc1Br	0.7	0.2	-1.2	0.1	-1.5	-2.1	-1.6	-0.1	-2.3	-0.6	-5.1
COc1ccc(NC(=O)c2cccc(NC(=O)c3ccccc3)c2)cc1	-1.7	3.3	-1.1	-1.8	4.7	4.5	4.0	-5.1	-0.4	-0.5	-10.6
Cc1ccc(-n2nc3c(c2NC(=O)c2ccc4c(c2)OCO4)CS(=O)C3)cc1 (stereo not given)	-0.4	0.5	-1.2	0.1	0.1	1.0	-0.3	6.4	-0.6	-0.6	-2.0
Cc1c(C)c2cc(Cl)c(OCc3nn[nH]n3)cc2oc1=O	0.7	0.8	-1.1	-1.0	4.4	0.4	-0.4	-103.1	-0.5	-0.3	10.6
Nc1nonc1-n1nnc(C(=O)N/N=C/C=C/c2ccccc2)c1CSC1=NCCS1	0.7	/	-1.4	-2.8	4.0	-0.8	2.4	-12.3	-0.8	-0.7	-0.7
Cc1ccc(CS(=O)Cc2ccc(C(=O)NCc3ccc4c(c3)OCO4)o2)cc1 (stereo not given)	-2.4	1.5	-1.4	-0.5	0.0	0.2	2.5	-8.3	0.1	0.4	2.0
Cc1ccc(-n2nnnc2C(=Cc2ccc(N(C)C)cc2)c2nnnn2-c2ccc(C)cc2)cc1	-1.8	0.4	-1.2	-2.5	3.2	-1.7	3.0	-1.9	0.6	-0.3	-0.9
O=C(NCCN1CCOCC1)c1cc([N+](=O)[O-])cc([N+](=O)[O-])c1	1.1	4.0	-1.2	-3.1	6.5	1.8	-1.4	-12.4	-0.2	-0.3	13.6
O=C(O)c1cc(-n2nnnc2SCc2ccc([N+](=O)[O-])cc2)ccc1Cl	-0.5	2.8	-1.0	-2.5	2.2	1.8	0.7	-4.1	2.6	0.7	3.4
CC(C)CCNC(=O)CN(Cc1cccs1)C(=O)CCC(=O)Nc1nccs1	1.1	1.1	-0.2	0.5	0.4	-1.5	-1.4	5.6	-0.8	-0.2	-10.5
CCc1ccc(NC(=O)CCNC(=O)Cn2ccc3ccccc3c2=O)cc1	-2.1	-0.1	-0.5	1.1	14.6	2.6	-1.2	-5.6	0.9	-0.3	-0.7
CC1C(=O)N(Cc2cn(CC3CCCCC3)nn2)CCS(=O)(=O)N1Cc1ccc(-c2cccc(CO)c2)cc1 (stereo not given)	-1.9	-0.7	-1.7	-5.4	4.4	-2.7	-4.7	0.8	1.9	-2.8	-29.2
Carrying on:
SMILES	hcDAF-12 act	DAX1 inh-1	ssDAF-12 act	SMARCA2 activ	NR1D1 modulator	FXN GAA850 act	hgDAF12 agonist	PLCb3 inh	PG9 Ab binder	DAX1 inh-2	HGIII-sPLA2 inh
N/C(CN1CCCC1=O)=N\OC(=O)c1ccc(Cl)c(Cl)c1	-0.8	1.5	-1.2	-0.8	5.9	0.7	2.6	0.1	-1.3	0.5	5.4
COc1ccc(NC(=O)C2CC2)cc1NS(=O)(=O)c1ccc(F)cc1	-1.2	0.5	-0.4	-2.1	0.7	1.2	-2.5	-1.1	-2.2	0.6	-0.9
COc1ccccc1NS(=O)(=O)c1ccc(N/N=C/c2ccccc2OCC(=O)O)c([N+](=O)[O-])c1	-1.8	0.9	-1.8	-3.0	1.9	-0.2	-1.4	-2.7	-0.1	0.1	-27.9
O=C(Nc1cccc(O)c1)c1cc(-c2cccs2)on1	2.8	1.0	-0.1	6.8	0.5	-0.9	14.7*	-2.4	-1.1	2.6	-22.4
Cc1cccc(-c2ccc3c(c2)C2CC3CCN2)c1 (stereo not given)	-0.5	0.2	-1.5	-0.2	1.2	0.7	-2.7	0.3	0.7	-0.3	-5.0
O=C(c1ccccc1)N1CCN(C2CC(=O)N(CCc3ccccc3)C2=O)CC1 (stereo not given)	-1.4	-0.8	-1.1	-2.6	-0.5	2.5	-0.6	5.8	-1.2	0.7	-7.0
Brc1ccccc1-c1nnc(SCc2nc3ccccc3s2)o1	12.4*	0.7	2.5*	2.4	4.6	5.5	10.7*	-12.0	-1.4	2.8	-0.1
CCN(C(=O)C1CCCN1S(=O)(=O)c1cccc2nsnc12)c1ccccc1 (stereo not given)	0.0	0.7	-1.4	-2.6	4.3	-0.1	-2.1	8.4	0.9	0.1	4.7
CN(CC(=O)Nc1c(Cl)cccc1Cl)C(=O)CNC(=O)c1ccc2c(c1)OCO2	0.5	1.0	-1.1	3.2	-5.0	-0.6	1.6	-2.6	-0.9	-1.1	-1.1
Cn1c(COc2ccc(Cl)cc2Cl)nnc1SCC(=O)NCC1CCCO1 (stereo not given)	-1.1	0.5	-1.5	-2.0	-0.5	-0.6	0.8	-4.9	-1.1	0.0	-2.9
CCCN1C(=O)c2ccccc2NC1c1cc(OC)c(OC)c(OC)c1 (stereo not given)	-0.5	-1.2	-0.4	-2.1	1.0	0.5	-2.2	-376.7	1.9	-1.3	9.4
Cc1cccc(N2C(=O)CC(c3ccc(F)cc3)C3=C2COC3=O)c1 (stereo not given)	-0.3	1.0	-0.9	-1.9	-2.0	1.2	-0.8	-6.5	0.6	-0.4	-2.2
COC(=O)c1c(S(=O)(=O)N2CCOCC2)c(C)n(C)c1C	-1.9	0.6	-1.5	-0.9	0.0	1.9	-1.0	-6.4	0.9	0.0	6.7
Cc1ccc(CCNC(=O)C2CCC(=O)N2CCc2ccccc2)cc1 (stereo not given)	-1.1	3.2	-0.5	1.8	2.9	1.1	-3.3	-2.6	-1.5	-0.4	-3.3
Cc1ccc(OCCN2C(=O)C(=O)c3cccc(C)c32)cc1	-0.3	-0.5	-1.5	-2.8	-5.1	1.4	-4.2	-2.0	2.3	0.1	14.8
CC(C)c1[nH]nc2c1C(c1cccc(OC(=O)N3CCOCC3)c1)C(C#N)=C(N)O2 (stereo not given)	-1.4	-0.3	-1.2	3.3	-1.4	-2.5	-4.0	-2.2	-0.9	-0.8	0.0
CC(C)C(NS(=O)(=O)c1cccc(C(F)(F)F)c1)C(=O)N1CCc2ccccc2C1 (stereo not given)	1.4	1.9	-1.2	1.3	3.5	2.3	-0.4	1.1	-1.6	0.1	-1.0
CC(C)[C@H](NC(=O)C1CC1)C(=O)N1CCC[C@H]1C(=O)NCc1ccccc1	0.4	/	-0.7	-2.3	-1.4	/	-1.3	1.4	-0.6	0.7	0.4
O=C(Nc1cccc(C(=O)N2CCCc3ccccc32)c1)c1ccccc1	-2.3	-0.8	-0.9	-2.1	-3.2	1.5	0.1	0.1	0.1	-0.5	-10.4
CCOC(=O)c1c(N2C(=O)Nc3ccccc3N2O)sc2c1CCCC2	0.3	-1.0	-1.7	-0.4	-3.5	1.7	-2.7	-42.0	-3.2	0.0	-5.4
COC(=O)C1=C(C)N(c2ccc(OC)c(OC)c2)C(=O)/C1=C\c1cccs1	-1.5	0.4	-1.0	1.9	-2.0	-0.2	-2.1	0.7	-2.3	-0.1	-2.2
CC(C)c1ccc(NC2CCCN(C(=O)CN3CCOC3=O)C2)cc1 (stereo not given)	-2.4	0.7	-1.3	2.6	9.2	-0.9	-0.5	-2.1	-3.1	-0.2	5.3
O=[N+]([O-])c1cc(S(=O)(=O)C(F)(F)F)ccc1NCC1CCCO1 (stereo not given)	-1.6	-1.7	-1.1	2.0	2.3	2.0	-1.4	-9.7	-0.2	-0.2	9.9
COc1ccc(/C=C2\SC(=S)NC2=O)cc1OS(=O)(=O)c1ccc(NC(C)=O)cc1	-0.4	-0.8	-1.1	-2.0	-2.2	-0.5	-1.1	-6.8	0.9	3.2	-35.0
CCOC(=O)c1oc2ccccc2c1NC(=O)COC	0.1	-0.1	-0.5	0.6	-1.7	2.3	0.7	0.4	-2.2	-0.6	0.0
C=CCOc1c(CNc2ccc3[nH]c(=O)[nH]c3c2)cccc1OC	0.8	-0.2	-1.9	0.4	4.6	0.6	-0.6	-8.3	-2.6	-3.6	4.5

Three compounds already listed, arranged by the value under NR1D1 modulator, descending:
molecule | NR1D1 modulator
CC(C)c1ccc(NC2CCCN(C(=O)CN3CCOC3=O)C2)cc1 (stereo not given) | 9.2
Brc1ccccc1-c1nnc(SCc2nc3ccccc3s2)o1 | 4.6
COc1ccc(NC(=O)C2CC2)cc1NS(=O)(=O)c1ccc(F)cc1 | 0.7
